# SUMO Mot1 rescue: inhibitors of SUMOylation pathway: yeast Mot1-301 growth rescue; S. cerevisiae Mot1-301 growth rescue, ATP luminescence, 38.5C; percent above DMSO median, 100 means doubled; growth rescue, % at 18.8 µM; hit rate 1% among 320,000; AID 2716;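 active means every valid replicate shows activation above 250% relative to neutral control wells; inactive means the rest, any valid replicate at or below 250%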;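 further: OY570 slx delta 5 strain wells were the positive control but not used for scaling; some compounds called inactive have numbers as strong as hits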
# PfHsp90 yeast 2: inhibits growth of yeast expressing Plasmodium falciparum Hsp90; hit rate 0.32% among 310,000; inhibition, % at 9.4 µM; S. cerevisiae expressing PfHsp90, BacTiter-Glo ATP, 48 h; yeast lacking PDR1 and PDR3 efflux regulators;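 active means every replicate shows inhibition above about 80%, whatever the replicate mean, limit read from the data; inconclusive means mean inhibition reaches the set limit but some replicate falls short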;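 further: 0% = DMSO neutral controls and 100% = 20 µM radicicol positive controls; yeast relying on Plasmodium falciparum Hsp90 in place of its own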
# PvdQ inh: P. aeruginosa PvdQ acylase inhibition | hit rate 0.063% among 340,000 | purified PvdQ acylase, fluorescence plate reader | inhibition, % at 10 µM; in the data active means inhibition above about 30%, passing the limit was not always enough; inconclusive means no clear call, values can overlap the other calls;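 further: 0% = vehicle neutral wells and 100% = reference inhibitor wells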
# Rtt109 HAT inh: C. albicans Rtt109 histone acetyltransferase inhibition | Q5AAJ8 | purified Rtt109/Vps75, ThioGlo CoA-SH fluorescence, 4 h | inhibition, % at 34.9 µM | hit rate 0.16% among 330,000 | AID 540336;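 active means inhibition of at least 50% in every replicate; inconclusive means best replicate reaches 50% inhibition but some replicates fall short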
# Cardiac RTF inh: cardiac RTF calcium desensitization; P19429+P45379; IANBD-labeled cardiac RTF, Ca2+ fluorescence; inhibition, % at 7.15 µM; hit rate 0.12% among 340,000; AID 493244;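 active means inhibition above the mean inhibition of all tested compounds plus 3 SD, cut at about 17% in these data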;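 further: assay run at fixed EC70 calcium of 1.6 mM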
# dFosB activator: activators of mouse delta FosB homodimer; P13346; purified delta FosB, TAMRA-CDK5 oligo fluorescence polarization; percent of positive-control signal above neutral wells; activation, % at 25 µM; hit rate 0.99% among 340,000; AID 493131;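 active means mean activation above about 17%, with every replicate also reaching it, limit read from the data, passing the limit was not always enough; inconclusive means only one of the two conditions met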;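 further: fluorescence polarization rise as delta FosB binds a TAMRA Cdk5 AP-1 oligo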
# Target sequence (P13346 whole entry, looked up): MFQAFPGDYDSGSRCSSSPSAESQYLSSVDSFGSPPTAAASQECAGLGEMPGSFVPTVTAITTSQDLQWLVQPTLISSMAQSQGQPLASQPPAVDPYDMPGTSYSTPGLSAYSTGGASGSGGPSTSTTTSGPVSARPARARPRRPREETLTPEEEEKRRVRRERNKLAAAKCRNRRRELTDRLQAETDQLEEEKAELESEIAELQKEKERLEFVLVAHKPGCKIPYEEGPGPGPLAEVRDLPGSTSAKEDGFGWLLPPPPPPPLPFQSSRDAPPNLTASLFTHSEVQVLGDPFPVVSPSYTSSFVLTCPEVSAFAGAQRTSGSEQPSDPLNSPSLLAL
# Keap1-Nrf2 PPI: Keap1-Nrf2 (human) interaction inhibition; Q14145; Keap1 Kelch-Nrf2 peptide fluorescence polarization, 1536-well; inhibition, % at 9.4 µM; hit rate 0.15% among 340,000; in the data active means inhibition above about 12%; inconclusive means no clear call, values can overlap the other calls; inactive means below about 7.3%;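 further: human Keap1 Kelch domain with fluorescein labeled Nrf2 9mer peptide probe; 0% = neutral control wells and 100% = peptide positive control; higher means more block of Keap1 binding to Nrf2 peptide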
# Target sequence (Q14145 whole entry, looked up, the tested form may be a part): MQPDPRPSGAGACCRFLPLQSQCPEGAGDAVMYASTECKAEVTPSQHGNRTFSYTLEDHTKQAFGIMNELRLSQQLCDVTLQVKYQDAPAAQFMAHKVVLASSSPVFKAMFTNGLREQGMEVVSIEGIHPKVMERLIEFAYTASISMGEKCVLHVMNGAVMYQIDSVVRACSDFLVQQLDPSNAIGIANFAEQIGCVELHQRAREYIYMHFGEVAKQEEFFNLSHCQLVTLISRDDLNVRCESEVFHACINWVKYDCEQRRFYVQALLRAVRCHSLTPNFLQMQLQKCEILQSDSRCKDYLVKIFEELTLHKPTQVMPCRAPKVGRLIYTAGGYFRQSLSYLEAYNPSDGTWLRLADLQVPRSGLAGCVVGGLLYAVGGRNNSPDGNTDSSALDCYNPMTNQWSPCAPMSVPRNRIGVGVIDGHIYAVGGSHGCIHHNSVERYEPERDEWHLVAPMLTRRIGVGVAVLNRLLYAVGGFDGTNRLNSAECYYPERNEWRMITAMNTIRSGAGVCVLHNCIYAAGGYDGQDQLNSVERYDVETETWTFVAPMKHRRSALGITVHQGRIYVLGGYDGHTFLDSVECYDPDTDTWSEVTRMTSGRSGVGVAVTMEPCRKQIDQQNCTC
# NSD2 inh: blocks human histone methyltransferase NSD2; O96028; NSD2 peptide methylation, AlphaScreen, 120 min; inhibition, % at 12.5 µM; hit rate 0.54% among 310,000; AID 743445; in the data active means inhibition above about 50%
# RTF Ca sens act: increases calcium sensitivity of human cardiac regulated thin filaments. activation, % at 7.2 µM. P19429+P45379. hit rate 0.24% among 340,000. IANBD-labeled TnC RTF fluorescence at EC20 calcium; 0% EC20 calcium, 100% full calcium;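 active means activation above the mean over all tested compounds plus 3 SD, cut at about 30% in these data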;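 further: rise in fluorescence read as greater calcium sensitivity of cardiac thin filaments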
# C-LANA FP: KSHV C-LANA DNA binding inhibition; hit rate 0.078% among 340,000; MBP-C-LANA/FAM-LBS DNA binding, fluorescence polarization; inhibition, % at 9 µM;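 active means highest replicate inhibition at or above 60% at 9 µM, even if other replicates fall short; inactive means all replicates below 60% inhibition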;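 further: 0% = neutral control wells and 100% = 4 µM acridine orange control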
# CDK5 p35 inh: blocks human CDK5/p35 kinase activity. Q00535+Q15078. Recombinant CDK5/p35, ADP-Glo luminescence, 60 min. inhibition, % at 10 µM. hit rate 0.01% among 330,000;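 active means highest replicate inhibition of at least 50% and at least 75% of replicates reaching 50%; inconclusive means only one of the two criteria met; inactive means both criteria failed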;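 further: plate controls were DMSO neutral control for no effect and GW8510 at 10 µM for full effect; many of its hits are not listed in these tables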
# Active calls of the source: *; ? = inconclusive; · = no result given.
Compound	SUMO Mot1 rescue	PfHsp90 yeast 2	PvdQ inh	Rtt109 HAT inh	Cardiac RTF inh	dFosB activator	Keap1-Nrf2 PPI	NSD2 inh	RTF Ca sens act	C-LANA FP	CDK5 p35 inh
Cc1ccc(C)c(NC(=O)CCc2ccc(C)o2)c1	0	3	6	0	-3	-5	0	1	-2	-2.7	-0.2
CCn1c(SCC(=O)Nc2nc(C)c(C(=O)OC)s2)nnc1C(C)C	204	20	-9	-10	-4	-15	-1	-2	-2	-0.4	1.3
CCn1cc(S(=O)(=O)c2cccc(C)c2)c(=O)c2cc(F)c(N3CCN(C)CC3)cc21	-16	-7	1	7	-4	2	1	4	-7	-0.3	·
O=[N+]([O-])c1ccc(N2CCN(c3ccc(Cl)nn3)CC2)c(Cl)c1	230	·	-11	-10	-4	-2	-3	10	1	-0.2	-0.3
O=C(CSc1nnc(Cn2c(=O)sc3ccccc32)n1-c1ccccc1)NCc1ccco1	21	-6	-9	0	-4	1	-2	·	3	0.0	1.3
CCNC(=O)NC(=O)CSc1nc2ccccc2n1CC(C)C	-3	4	-21	0	-10	-5	-2	2	-1	-1.1	0.8
CCN(CC)CCCN=Cc1c(O)n(-c2ccccc2C)c(=O)c2ccccc12	-13	2	-12	0	-12	-2	-7	48	4	-1.9	0.1
Cc1cccn2cc(-c3ccc(F)cc3)nc12	-6	·	0	-6	-5	0	-3	0	0	0.6	1.7
CC(O)C(O)C(O)C(O)C1NCCS1 (centres undefined)	72	-4	-13	-29	-5	1	-20	-2	4	2.5	-0.3
CCOC(=O)N1CCN(CC(O)COC2CC(C)CC(C)(C)C2)CC1 (centres undefined)	3	-26	-7	8	-4	1	0	3	-9	0.1	-0.3
COc1ccc(C)c(S(=O)(=O)Nc2ccc(OCC(=O)O)cc2)c1	-10	7	3	0	-6	2	0	·	1	1.7	-3.5
Cc1cc(C)nc(SCc2cn3cc(Cl)ccc3n2)n1	8	13	-16	-4	-30	-5	-5	-2	13	-1.2	-1.2
Cn1c(SCC(=O)n2c3c(c4ccccc42)CCCC3)nnc1-c1ccccc1	-9	·	-13	0	-2	-8	-4	0	0	-1.1	-1.8
O=C(CSc1ncn(-c2ccccc2)n1)Nc1ccc(Br)cn1	7	3	-6	8	-2	-15	0	0	1	-0.4	-3.7
COc1ccccc1CNC(=O)COC(=O)c1nc(Cl)ccc1Cl	3	13	8	25	-14	-1	5	-3	-7	0.6	0.7
COc1ccc2[nH]c(C(=O)O)c(CCN3C(=O)c4cccc([N+](=O)[O-])c4C3=O)c2c1	-4	-3	1	-1	1	-6	0	4	0	-1.6	-1.1
COCCn1c(=S)[nH]c2cc(C(=O)NCCc3ccc(OC)c(OC)c3)ccc2c1=O	-4	·	-13	-6	-4	4	-4	3	1	0.6	-2.2
Cn1c2c(c(=O)n(C)c1=O)C(c1ccccc1Cl)C(C#N)=C(N)O2 (centres undefined)	-10	-12	-9	8	-2	7	4	6	3	-0.7	-0.5
O=C(COC(=O)c1cc(=O)[nH]c2ccccc12)Nc1nc(-c2cccc(Br)c2)cs1	-8	-17	2	0	-2	?	1	-1	0	3.1	0.0
COc1ccc2[nH]c(C(O)(Cc3cccnc3)Cc3cccnc3)cc2c1	6	-6	4	1	-12	-7	3	-3	2	4.8	-1.4
COc1ccccc1C(=O)NCCNC(=O)c1ccco1	17	13	-12	-4	4	-4	4	2	-3	-1.5	1.1
CC1(C)CC(N(Cc2ccc(F)cc2)C(=O)c2ccc(F)cc2)CCO1 (centres undefined)	8	8	10	-8	2	0	0	-2	1	1.9	-1.0
Cn1c(=O)c(C(=O)CN2CCOCC2)c(N)n(Cc2ccccc2)c1=O	8	-1	-12	-2	-2	5	-2	-6	2	-0.7	-0.7
O=C(CN1C(=O)C2C3CCC(C3)C2C1=O)N1CCN(Cc2ccccc2)CC1 (centres undefined)	109	0	-2	-5	-3	-2	0	-4	-1	1.8	1.8
CN(C)c1cccc(C(=O)OCC(=O)Nc2ccccc2-c2ccccc2)c1	277	-12	-8	2	-18	0	-5	0	-4	0.4	-0.8
O=[N+]([O-])c1ccc(C(=S)N2CCN(c3ccc(F)cc3)CC2)cc1	359	-2	1	6	-10	1	2	10	-2	-2.2	1.6
CCn1c(SCC(=O)c2[nH]c(C)c(C(C)=O)c2C)nnc1-c1ccncc1	-16	-38	-7	1	-17	-9	-2	1	8	-0.1	-2.9
C=CCn1c(-c2cccs2)nc2ccccc21	-1	-4	-16	2	-7	0	1	2	-3	-0.5	1.0
COc1ccccc1NC(=O)c1cnc(SC)nc1	-15	15	-1	-4	-9	-5	-1	-4	-4	-0.5	0.4
Cc1ccc(C2(c3ccc(C)cc3)NC(=O)N(CC(=O)NCCCN3CCCC3=O)C2=O)cc1	-8	-6	-7	6	-7	-5	-3	1	2	-0.7	-0.5
COCC(=O)N1CCCC(N(C)CCc2ccc(OC)c(OC)c2)C1 (centres undefined)	2	12	-4	-1	-5	-7	-7	12	5	-1.4	0.3
CC(=O)n1cc(/C=N/NC(N)=S)c2ccccc21	2	4	-15	6	-5	?	0	0	-7	-0.5	1.5
O=C1NC[C@H](Cc2ccc(O)cc2)N(CC2CCCCC2)C1=O	73	-12	-4	-8	3	1	3	·	-5	1.5	-0.8
COc1ccc(-n2c(Cc3cccn3C)nnc2SCC(=O)Nc2cc(Cl)ccc2OC)cc1	10	16	-5	4	-4	-18	-2	·	1	-0.5	2.1
CC1CCCCC1NC(=O)c1cccc(S(=O)(=O)N2CCN(C)CC2)c1 (centres undefined)	-29	-19	-17	-4	1	-5	0	2	-2	0.3	0.2
CCOC(=O)CN1C(=O)c2ccccc2Sc2ncccc21	3	-17	-10	-5	-7	-2	3	·	1	0.7	-0.8
O=C(C1=C(O)C(=O)N(CCCn2ccnc2)C1c1ccc(F)cc1)c1ccco1 (centres undefined)	3	4	-8	3	-7	7	1	0	6	0.4	-0.3
CCOc1ccccc1NC(=O)CNS(=O)(=O)c1ccc2nc(C)sc2c1	-14	-10	-9	0	4	-2	0	-2	1	0.0	-2.7
CC(C(=O)OCC(=O)Nc1ccc2c(c1)OCO2)N1C(=O)c2ccccc2C1=O (centres undefined)	0	3	-8	-3	-5	-4	-3	1	-2	0.7	-0.2
O=C(CN1CCN(c2ccc(O)cc2)CC1)Nc1cc(S(=O)(=O)N2CCCCC2)ccc1Cl	-23	-17	-7	5	-5	-7	-7	5	9	-0.1	0.9
CCOC(=O)c1[nH]c2c(c1C)C(=O)CC(c1ccco1)C2 (centres undefined)	3	-6	?	6	-7	-12	-2	·	5	-2.0	0.0
CCc1cc(C(=O)Nc2ccc(S(=O)(=O)NC3=NCCCCC3)cc2)sc1C	-2	1	2	7	-1	-12	-5	0	-10	-1.2	-1.0
S=c1[nH]c2ccccc2c2ccccc12	-6	-6	-3	4	2	7	-3	0	-3	-2.2	-2.0
O=C(Nc1ccc2c(c1)OCO2)c1sc2cc(Cl)ccc2c1Cl	4	-10	-1	-1	-6	-2	0	0	8	0.6	-0.9
COc1cc(C2NC(=O)NC(C)=C2C(=O)NCc2ccccc2)c(Cl)cc1O (centres undefined)	3	-42	-16	-8	-4	-8	0	·	-3	3.4	0.1
NS(=O)(=O)c1ccc(NC(=O)COc2ncnc3c2cnn3-c2ccccc2)cc1	-13	6	-2	-4	-11	21*	-9	-17	1	-0.6	-4.6
CCOC(=O)c1oc2ccccc2c1NC(=O)c1cccc(OC)c1	-2	2	-15	4	-4	-19	-4	·	0	-0.4	2.5
CN1CCN(c2ccc(CNS(=O)(=O)Cc3ccc(Cl)cc3)cc2)CC1	-17	-1	-8	2	-1	0	-1	-3	6	-2.4	0.7
c1ccc(CCc2nn3c(-c4ccncc4)nnc3s2)cc1	-11	-16	-10	-3	9	-13	-2	-2	-2	0.1	0.6
O=C(CCCNC(=O)c1ccc(Cl)cc1)Nc1ccc(S(=O)(=O)Nc2ncccn2)cc1	3	3	-7	-4	0	3	0	-2	0	2.1	1.4
CCN1CCN(C(=O)c2ccc3c(=O)n(Cc4ccccc4OC)c(=S)[nH]c3c2)CC1	-12	·	-2	3	4	7	-3	2	3	1.6	-0.9
Cc1ccccc1Nc1c(-c2cccnc2)nc2ccc(Br)cn12	-9	3	-12	-5	-20	-5	-7	5	-1	0.6	-3.8
CCOc1ccc(C(=O)Nc2cccc(NC(=O)c3cccs3)c2)cc1[N+](=O)[O-]	·	-13	-14	1	-14	2	-1	-1	0	1.4	-0.4
CCC(CC)c1nnc(NC(=O)c2ccc(N3CCCC3=O)cc2)s1	-7	-1	-1	-8	4	6	-4	2	0	-1.1	1.7
N/C(COc1ncn(-c2ccccc2)n1)=N\S(=O)(=O)c1ccc(Cl)cc1Cl	-18	-1	-5	-3	-1	-8	-7	-1	2	-0.5	1.8
CC(=O)N1c2ccc(S(=O)(=O)NCCC(=O)N(C)Cc3ccccc3)cc2CC1C (centres undefined)	1	15	-11	-7	-7	-1	2	2	-2	0.4	0.7
O=C(c1ccc(Br)o1)N(Cc1ccccc1)c1ccccn1	-11	·	-3	-6	1	-8	-2	-2	-1	0.3	-2.6
COc1ccc(N/C(C)=C2/C(=O)C(=O)N(CCO)C2c2ccc([N+](=O)[O-])cc2)cc1 (centres undefined)	·	17	-4	13	2	3	0	-5	5	0.6	0.2
CCOC(=O)c1ccccc1NC(=O)c1cccnc1	-18	·	-12	9	2	-8	-5	28	-8	-3.9	-0.5
O=C(O)c1cccc(COc2ccccc2Cl)c1	10	16	-10	-4	-5	-5	0	-3	0	-2.4	-2.8

# (further entries)
Compound	SUMO Mot1 rescue	PfHsp90 yeast 2	PvdQ inh	Rtt109 HAT inh	Cardiac RTF inh	dFosB activator	Keap1-Nrf2 PPI	NSD2 inh	RTF Ca sens act	C-LANA FP	CDK5 p35 inh
CC1CCC(NC(=O)COC(=O)C2CC3CCCC(C2)C3=O)CC1 (centres undefined)	4	-35	-15	-7	-1	5	-3	-1	3	0.4	-0.9
CC1=C(C)/C(=N\OS(=O)(=O)c2ccccc2)C=CC1=O	-12	106*	5	147*	-3	-3	-5	·	-4	0.1	-0.8
N#Cc1ccccc1Sc1ccccc1N	11	-19	12	-9	-2	-2	-2	-3	-2	-0.9	-3.9
Cc1ccc(NC(=O)CCN2C(=O)c3ccccc3S2(=O)=O)cc1F	-16	0	-7	7	0	7	-2	-2	-5	-0.8	0.9

# Screening results as filed in PubChem.
